Screening data (PubChem BioAssay)
NS3 helicase inh – blocks Hepatitis C virus NS3 helicase unwinding | inhibition, % at 10.9 µM | NS3 helicase DNA unwinding, Cy5 molecular beacon fluorescence | 290,000 tested, 0.56% active;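 active = inhibition above the mean of all tested compounds plus 3 SD, set per campaign, cut at about 35% in these data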;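 also: 0% = DMSO wells and 100% = thioflavine S control wells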
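test system = hepatitis C virus NS3 helicase domain fragment enzyme | reagent = annealed dual-labelled DNA beacon duplex, ATP-started | times = 1 h at 25 °C | detection = Cy5 fluorescence, 0 and 60 min reads | read-out basis = percent inhibition from t60/t0 fluorescence ratio | control set = DMSO and thioflavine S | replication = one well per compound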
IMP-1 inhibitor – blocks Pseudomonas aeruginosa IMP-1 metallo-beta-lactamase; purified IMP-1, nitrocefin hydrolysis, epi-absorbance fluorescence; inhibition, % at 5.6 µM; 290,000 tested, 0.45% active; AID 1556;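 active = inhibition above the mean plus 3 SD of all compounds in the same screening run, cut at about 4.5% in these data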;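 also: 0% = IMP-1 with DMSO and 100% = DMSO wells lacking enzyme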
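Assay system: purified IMP-1; Quantity: IMP-1 0.2 nM before substrate addition; Medium: HEPES buffer pH 7.1 with ZnSO4 and Brij 35; Incubation: 15 min enzyme–compound preincubation, then 25 min nitrocefin reaction, 25 °C; Signal: fluorescence quenching readout, ex 480/em 530 nm; Controls: DMSO with and without IMP-1; Repeats: singlicate testing.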
GalR3 antag – human GalR3 antagonism; 360,000 tested, 0.44% active; HEK293 GalR3-CNG cAMP membrane potential fluorescence; galR3 body fused to GalR1 C-terminus; inhibition, % at 3 µM; O60755;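 active = inhibition above the screen-wide average plus 3 SD, cut at about 13% in these data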;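 also: forskolin and galanin both at EC90 stimulate the cells; cAMP rise reported by CNG channel membrane potential dye signal; 0% = forskolin plus galanin with DMSO and 100% = forskolin alone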
V1aR counter – V1a receptor agonism, counter-screen for OXTR agonists; P37288; CHO-V1R cells, Fluo-8 calcium fluorescence, agonist mode; 0% DMSO, 100% 3 nM vasopressin; activation, % at 3 µM; 320,000 tested, 0.25% active;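 active = activation above the mean activation of all tested compounds plus 3 SD, per screening run, cut at about 20% in these data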;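 also: signal is peak over basal fluorescence ratio across a 100 second FLIPR read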
OXTR ag – agonists of human oxytocin receptor; CHO-OTR cells, Fluo-8 calcium fluorescence; normalized: DMSO 0%, oxytocin 100%; 320,000 tested, 0.32% active; activation, % at 3 µM; P30559; AID 2435;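 active = activation above the mean of all tested compounds plus 3 SD, cutoff set per screening run, cut at about 20% in these data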;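 also: peak over basal fluorescence ratio from a 100 s FLIPR kinetic read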
Target sequence (P30559 whole entry, looked up): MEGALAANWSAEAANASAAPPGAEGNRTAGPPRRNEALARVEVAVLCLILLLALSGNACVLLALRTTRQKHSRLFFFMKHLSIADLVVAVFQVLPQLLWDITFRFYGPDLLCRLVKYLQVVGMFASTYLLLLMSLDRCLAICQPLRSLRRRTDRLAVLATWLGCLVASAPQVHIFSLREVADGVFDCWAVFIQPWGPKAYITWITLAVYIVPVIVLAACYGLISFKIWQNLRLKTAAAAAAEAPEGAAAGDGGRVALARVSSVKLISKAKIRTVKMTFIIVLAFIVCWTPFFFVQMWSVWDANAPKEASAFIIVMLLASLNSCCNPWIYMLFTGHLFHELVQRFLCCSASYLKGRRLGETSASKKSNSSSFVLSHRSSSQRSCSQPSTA
GPR7 antag – antagonists of human GPR7 (neuropeptides B/W receptor 1); P48145; GPR7-expressing cells, fluorescence antagonist assay; inhibition, % at 4.4 µM; 290,000 tested, 1.1% active; AID 1861; in the data active = inhibition above about 16%, passing the limit was not always enough;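 also: cells stimulated with the agonist NPW; 0% = agonist with vehicle and 100% = vehicle without agonist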
Target sequence (P48145 whole entry, looked up): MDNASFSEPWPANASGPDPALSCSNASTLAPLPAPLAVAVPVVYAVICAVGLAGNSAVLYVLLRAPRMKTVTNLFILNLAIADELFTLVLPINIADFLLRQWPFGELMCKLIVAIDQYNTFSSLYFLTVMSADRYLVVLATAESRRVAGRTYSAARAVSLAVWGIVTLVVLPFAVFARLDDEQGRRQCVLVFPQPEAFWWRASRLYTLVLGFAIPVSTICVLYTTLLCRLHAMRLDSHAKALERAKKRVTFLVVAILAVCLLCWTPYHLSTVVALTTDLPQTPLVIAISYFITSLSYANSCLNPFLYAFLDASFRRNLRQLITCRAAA
PHOSPHO1 block – PHOSPHO1 (human) inhibition. 290,000 tested, 1.1% active. Q8TCT1. recombinant PHOSPHO1, absorbance phosphatase assay. inhibition, % at 13.3 µM; in the data active = inhibition above about 60%
Target sequence (Q8TCT1 whole entry, looked up): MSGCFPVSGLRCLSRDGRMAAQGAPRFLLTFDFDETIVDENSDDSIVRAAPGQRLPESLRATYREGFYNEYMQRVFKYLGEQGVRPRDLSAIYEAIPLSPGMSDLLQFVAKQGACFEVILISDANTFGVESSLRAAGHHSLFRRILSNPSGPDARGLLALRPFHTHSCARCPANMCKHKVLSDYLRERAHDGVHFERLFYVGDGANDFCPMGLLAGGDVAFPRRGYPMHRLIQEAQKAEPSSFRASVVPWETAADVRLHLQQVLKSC
DNA FID counter – counter-screen for HCV NS3 helicase inhibitors: DNA intercalator displacement; DNA fluorescent intercalator displacement, fluorescence; inhibition, % at 7.9 µM; 290,000 tested, 0.17% active; AID 1845; in the data active = inhibition above about 37%;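 also: 0% = vehicle and 100% = reference compound; higher means more ethidium bromide displaced from hairpin DNA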
VIM-2 inh – blocks Pseudomonas aeruginosa VIM-2 metallo-beta-lactamase; purified VIM-2, nitrocefin hydrolysis, epi-absorbance fluorescence; 290,000 tested, 0.89% active; AID 1527; inhibition, % at 5.6 µM;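 active = inhibition above the mean of all tested compounds plus 3 SD, cutoff set per screening run, cut at about 7.5% in these data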;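 also: red hydrolysis product quenches plate fluorescence so inhibitors raise well fluorescence; 0% = enzyme with DMSO and 100% = DMSO without enzyme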
An asterisk follows results filed as active.

What do the screens show for `CCC(CC)C(=O)Nc1cccc(C(=O)N2CCCCCC2)c1`?
NS3 helicase inh: 7.8; IMP-1 inhibitor: -5.2; GalR3 antag: -6.0; V1aR counter: -0.7; OXTR ag: 0.4; GPR7 antag: -6.7; PHOSPHO1 block: 32.9; DNA FID counter: -21.3; VIM-2 inh: -1.6

How did CSCCC(NC(=O)C1CCC(C)CC1)C(=O)N1CCN(c2ccccn2)CC1 (stereo unspecified) do in these assays?
NS3 helicase inh: -1.6; IMP-1 inhibitor: -2.5; GalR3 antag: -1.3; V1aR counter: -1.9; OXTR ag: -2.4; GPR7 antag: -12.8; PHOSPHO1 block: 22.4; DNA FID counter: -27.1; VIM-2 inh: -4.2

Results for O=C(O)C1C2CCC(O2)C1C(=O)NCc1ccc(Cl)cc1 (stereo unspecified) ?
NS3 helicase inh: -0.1; IMP-1 inhibitor: -0.9; GalR3 antag: -2.6; V1aR counter: -0.5; OXTR ag: -0.4; GPR7 antag: -5.2; PHOSPHO1 block: -12.2; DNA FID counter: -3.1; VIM-2 inh: -1.3

Results for CCOC(=O)Cn1c(=O)c(-c2ccccc2NC)nc2ccccc21 ?
NS3 helicase inh: 2.1; IMP-1 inhibitor: -4.6; GalR3 antag: -4.7; V1aR counter: -1.5; OXTR ag: -2.7; GPR7 antag: -2.5; PHOSPHO1 block: -10.5; DNA FID counter: 4.0; VIM-2 inh: -0.7

How did COc1ccc(CN2CCCC(C(=O)c3cccc(OC(C)C)c3)C2)cc1Cn1cccn1 (stereo unspecified) do in these assays?
NS3 helicase inh: -36.3; IMP-1 inhibitor: -2.1; GalR3 antag: -5.4; V1aR counter: 0.5; OXTR ag: 1.3; GPR7 antag: -5.3; PHOSPHO1 block: 40.8; DNA FID counter: 5.2; VIM-2 inh: -6.0

What do the screens show for `COC(=O)C(C(=O)Nc1cccc(C)n1)C1CCCCCC1` (stereo unspecified)?
NS3 helicase inh: 12.3; IMP-1 inhibitor: -3.1; GalR3 antag: -1.4; V1aR counter: -0.2; OXTR ag: -1.6; GPR7 antag: -4.3; PHOSPHO1 block: 16.2; DNA FID counter: -20.1; VIM-2 inh: -2.4

What do the screens show for `CSCC[C@H](NC(=O)c1cccc([N+](=O)[O-])c1C)c1nc2ccccc2[nH]1`?
NS3 helicase inh: 9.5; IMP-1 inhibitor: -0.6; GalR3 antag: -2.0; V1aR counter: 2.2; OXTR ag: 1.3; GPR7 antag: 4.2; PHOSPHO1 block: 0.3; DNA FID counter: 2.6; VIM-2 inh: -0.4

Results for COc1cc(C(=O)Nc2cccc(-c3cn4cccnc4n3)c2)cc(OC)c1OC ?
NS3 helicase inh: -8.9; IMP-1 inhibitor: -1.7; GalR3 antag: 4.6; V1aR counter: 0.0; OXTR ag: -0.1; GPR7 antag: -3.8; PHOSPHO1 block: 7.6; DNA FID counter: -26.7; VIM-2 inh: -4.2

How did CN1C(=O)/C(=C2\SC(=S)N(CCCCCC(=O)O)C2=O)c2ccccc21 do in these assays?
NS3 helicase inh: 4.1; IMP-1 inhibitor: 0.1; GalR3 antag: -6.2; V1aR counter: 0.2; OXTR ag: 0.2; GPR7 antag: -11.5; PHOSPHO1 block: -6.2; DNA FID counter: -6.0; VIM-2 inh: -2.2

What do the screens show for `O=C(c1cccc(Cl)c1)N1CCC(C(=O)N2CCN(Cc3ccccc3)CC2)CC1`?
NS3 helicase inh: -4.6; IMP-1 inhibitor: -0.7; GalR3 antag: -1.9; V1aR counter: 12.1; OXTR ag: 1.6; GPR7 antag: -7.6; PHOSPHO1 block: 16.2; DNA FID counter: -25.9; VIM-2 inh: -0.6

What do the screens show for `CCCCCCC(=O)Nc1nc(C)c(-c2csc(Nc3cccc(OC)c3)n2)s1`?
NS3 helicase inh: -1.3; IMP-1 inhibitor: 9.1*; GalR3 antag: -2.1; V1aR counter: 0.2; OXTR ag: -1.4; GPR7 antag: 1.7; PHOSPHO1 block: 103.5*; DNA FID counter: -2.2; VIM-2 inh: -1.6

What do the screens show for `Cc1ccc(NC(=O)c2cnn(-c3ccccc3)c2C)cc1`?
NS3 helicase inh: -12.7; IMP-1 inhibitor: -4.4; GalR3 antag: -10.3; V1aR counter: 6.4; OXTR ag: 5.9; GPR7 antag: -14.6; PHOSPHO1 block: 2.6; DNA FID counter: -16.8; VIM-2 inh: -1.6

What do the screens show for `COc1ccccc1CNC(=O)c1cnc2ccccn2c1=O`?
NS3 helicase inh: -2.0; IMP-1 inhibitor: -1.4; GalR3 antag: 2.8; V1aR counter: 0.1; OXTR ag: -0.1; GPR7 antag: 3.6; PHOSPHO1 block: -14.1; DNA FID counter: -0.5; VIM-2 inh: 1.4

How did Cc1ccc(N2C(=O)c3ccccc3NC2(C(=O)O)c2ccccc2)cc1Cl (stereo unspecified) do in these assays?
NS3 helicase inh: 15.0; IMP-1 inhibitor: -4.8; GalR3 antag: -6.8; V1aR counter: -0.1; OXTR ag: 16.3; GPR7 antag: -4.4; PHOSPHO1 block: 23.3; DNA FID counter: -29.7; VIM-2 inh: -3.4

Results for Cc1csc(N(C(=O)c2cccc(S(=O)(=O)N(C)C)c2)c2ccccc2)n1 ?
NS3 helicase inh: -6.1; IMP-1 inhibitor: -4.0; GalR3 antag: -5.5; V1aR counter: 0.7; OXTR ag: 2.2; GPR7 antag: -8.8; PHOSPHO1 block: 50.9; DNA FID counter: -10.1; VIM-2 inh: -1.9

Results for CCOC(=O)c1cc(C(C)(C)C)n(CCCN2CCOCC2)c1C ?
NS3 helicase inh: 6.1; IMP-1 inhibitor: -1.8; GalR3 antag: -1.8; V1aR counter: -1.1; OXTR ag: -0.3; GPR7 antag: -16.8; PHOSPHO1 block: 29.8; DNA FID counter: -13.0; VIM-2 inh: 0.2

What do the screens show for `COc1ccc(C(=O)NC2CCCc3c2cnn3-c2cc(F)cc(F)c2)c(OC)n1` (stereo unspecified)?
NS3 helicase inh: -11.1; IMP-1 inhibitor: -1.1; GalR3 antag: -8.6; V1aR counter: -0.8; OXTR ag: -1.1; GPR7 antag: -14.7; PHOSPHO1 block: 19.9; DNA FID counter: -31.6; VIM-2 inh: 1.5

Results for N#CCC(=O)N/N=C/c1ccc(Cl)cc1 ?
NS3 helicase inh: 2.7; IMP-1 inhibitor: -2.4; GalR3 antag: -2.3; V1aR counter: 0.8; OXTR ag: -0.6; GPR7 antag: -13.6; PHOSPHO1 block: 18.8; DNA FID counter: -4.4; VIM-2 inh: 0.4

What do the screens show for `Cn1c(=O)cc(N)n(-c2ccccc2)c1=O`?
NS3 helicase inh: -6.5; IMP-1 inhibitor: -3.1; GalR3 antag: -0.7; GPR7 antag: -11.8; PHOSPHO1 block: 18.5; DNA FID counter: -5.1; VIM-2 inh: -1.5

Results for CC1CCCN(C(=O)CCCC(=O)N2CCCC(C)C2)C1 (stereo unspecified) ?
NS3 helicase inh: 5.8; IMP-1 inhibitor: -2.1; GalR3 antag: -2.0; V1aR counter: -0.3; OXTR ag: -0.9; GPR7 antag: -18.2; PHOSPHO1 block: -21.0; DNA FID counter: -17.1; VIM-2 inh: -1.1

Results for COc1cnc(-c2ccccc2)nc1Oc1ccc(C(C)(C)C)cc1 ?
NS3 helicase inh: 5.7; IMP-1 inhibitor: -0.9; GalR3 antag: -5.1; V1aR counter: 0.7; OXTR ag: 1.6; GPR7 antag: 3.4; PHOSPHO1 block: 18.4; DNA FID counter: 3.7; VIM-2 inh: -0.1

Results for CC(C)[C@H](NC(=O)c1ccccc1)C(=O)OCC(=O)N1CCCCCC1 ?
NS3 helicase inh: -1.5; IMP-1 inhibitor: -1.9; GalR3 antag: -1.0; V1aR counter: 4.4; OXTR ag: -0.8; GPR7 antag: -8.1; PHOSPHO1 block: 5.7; DNA FID counter: -4.9; VIM-2 inh: -1.2

Results for COC(=O)c1cn(NC(=O)c2cccc(F)c2)c(=O)c2ccccc12 ?
NS3 helicase inh: 3.5; IMP-1 inhibitor: -4.9; GalR3 antag: -0.2; V1aR counter: -0.3; OXTR ag: 0.7; GPR7 antag: 5.4; PHOSPHO1 block: 29.3; DNA FID counter: 0.0; VIM-2 inh: -4.2

What do the screens show for `O=C(CN1C(=O)CSC1=O)c1ccccc1`?
NS3 helicase inh: -1.6; IMP-1 inhibitor: 1.0; GalR3 antag: -2.2; V1aR counter: 0.1; OXTR ag: 0.9; GPR7 antag: 8.1; PHOSPHO1 block: 0.2; DNA FID counter: -7.0; VIM-2 inh: 0.0

Results for CC(C)CN1CCC(=O)N(CCN=[N+]=[N-])CC1 ?
NS3 helicase inh: -0.8; IMP-1 inhibitor: -4.4; GalR3 antag: -3.0; V1aR counter: 1.2; OXTR ag: 1.1; GPR7 antag: -2.6; PHOSPHO1 block: -97.5; DNA FID counter: -10.1; VIM-2 inh: -3.7

What do the screens show for `CCC(C)NC(=S)N1CCN(C)CC1` (stereo unspecified)?
NS3 helicase inh: -0.9; IMP-1 inhibitor: -3.2; GalR3 antag: -2.5; V1aR counter: 0.5; OXTR ag: -0.4; GPR7 antag: -13.1; PHOSPHO1 block: 6.4; DNA FID counter: 3.6; VIM-2 inh: -2.0

How did Cc1nn(-c2ccccc2)c(N)c1N=Nc1ccccc1 do in these assays?
NS3 helicase inh: -2.2; IMP-1 inhibitor: -3.0; GalR3 antag: -5.8; V1aR counter: -1.2; OXTR ag: -2.4; GPR7 antag: 9.6; PHOSPHO1 block: 7.1; DNA FID counter: -14.8; VIM-2 inh: -3.4

How did CCn1cc(S(=O)(=O)Nc2cccnc2)cn1 do in these assays?
NS3 helicase inh: -12.3; IMP-1 inhibitor: -2.3; GalR3 antag: -0.1; V1aR counter: -0.9; OXTR ag: -0.3; GPR7 antag: -6.3; PHOSPHO1 block: 21.2; DNA FID counter: -0.3; VIM-2 inh: -2.9

How did O=C(O)c1cccc(NC(=O)c2ccccc2NC(=O)c2cccc([N+](=O)[O-])c2)c1 do in these assays?
NS3 helicase inh: 3.9; IMP-1 inhibitor: 0.8; GalR3 antag: -0.4; V1aR counter: 0.7; OXTR ag: -0.2; GPR7 antag: -6.2; PHOSPHO1 block: 29.1; DNA FID counter: -28.2; VIM-2 inh: 1.2

What do the screens show for `CSc1cccc(NC(=S)Nc2cc(C)ccc2C)c1`?
NS3 helicase inh: -0.6; IMP-1 inhibitor: -0.5; GalR3 antag: 2.6; V1aR counter: 0.2; OXTR ag: -0.1; GPR7 antag: 8.6; PHOSPHO1 block: -5.9; DNA FID counter: -1.8; VIM-2 inh: -2.0

What do the screens show for `COc1ccc(/C=C/C(=O)O)cc1S(=O)(=O)N1CCc2ccccc2C1`?
NS3 helicase inh: 19.5; IMP-1 inhibitor: 0.3; V1aR counter: 0.5; OXTR ag: 1.2; GPR7 antag: -7.2; PHOSPHO1 block: 5.8; DNA FID counter: -24.9; VIM-2 inh: 1.7
